EPAC2 ag: activates human EPAC2 exchange factor; 360,000 tested, 0.079% active; EPAC2 activation, biochemical qHTS; response scale: 100% = 6.5 mM cAMP response; Potency, µM (series often up to 154 µM), for inactives: at the top dose activation, actives largely listed as activators; further: potency means the concentration at half of the fitted maximal effect; nearly all actives have a fitted effect of over 50% in size
Target sequence (Q8WZA2 whole entry, looked up): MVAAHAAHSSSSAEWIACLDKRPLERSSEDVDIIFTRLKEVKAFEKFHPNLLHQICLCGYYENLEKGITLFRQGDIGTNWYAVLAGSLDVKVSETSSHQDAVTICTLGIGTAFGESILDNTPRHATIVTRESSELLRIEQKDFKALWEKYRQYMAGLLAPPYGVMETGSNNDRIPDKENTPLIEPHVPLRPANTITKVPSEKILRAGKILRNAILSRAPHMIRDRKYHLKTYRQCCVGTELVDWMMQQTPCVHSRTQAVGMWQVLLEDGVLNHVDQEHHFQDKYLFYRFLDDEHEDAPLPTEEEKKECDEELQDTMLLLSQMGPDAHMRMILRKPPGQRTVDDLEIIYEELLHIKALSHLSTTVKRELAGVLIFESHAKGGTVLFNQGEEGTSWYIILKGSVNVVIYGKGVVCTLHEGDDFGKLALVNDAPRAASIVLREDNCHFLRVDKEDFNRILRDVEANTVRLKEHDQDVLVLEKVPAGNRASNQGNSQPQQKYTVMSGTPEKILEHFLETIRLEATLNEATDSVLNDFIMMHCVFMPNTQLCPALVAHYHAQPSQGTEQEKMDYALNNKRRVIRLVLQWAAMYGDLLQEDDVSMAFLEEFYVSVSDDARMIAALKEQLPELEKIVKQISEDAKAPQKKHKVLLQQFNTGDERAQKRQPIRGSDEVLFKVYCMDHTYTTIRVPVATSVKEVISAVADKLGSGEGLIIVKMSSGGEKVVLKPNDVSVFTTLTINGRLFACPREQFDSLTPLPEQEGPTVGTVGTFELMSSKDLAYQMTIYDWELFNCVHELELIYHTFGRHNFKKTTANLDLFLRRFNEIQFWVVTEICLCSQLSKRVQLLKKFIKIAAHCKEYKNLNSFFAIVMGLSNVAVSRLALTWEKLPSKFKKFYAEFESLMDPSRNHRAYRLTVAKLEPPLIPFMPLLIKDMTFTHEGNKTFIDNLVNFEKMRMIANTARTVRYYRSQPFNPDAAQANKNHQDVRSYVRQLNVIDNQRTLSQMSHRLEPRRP
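Compounds were titrated in qHTS against a Rap1B-BODIPY-GDP (250 nM) complex with EPAC2 (100 nM) and GDP (50 uM). BODIPY-GDP release tracked at 480/540 nm over 30 min at room temperature, normalized to 6.5 mM cAMP.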
S2 tox: reduces viability in counter-screen for ATXN expression inhibitors; 400,000 tested, 0.49% active; S2 cells (HEK-293 line with an ATXN2-luciferase reporter) viability, CellTiter-Fluor protease fluorescence, 24 h; Potency, µM (titrated, usually from 56.7 µM), hits mostly cytotoxic; further: potency means the concentration at half of the fitted maximal effect; nearly all actives have a fitted effect of over 40% in size
A549 tox: counter-screen for Nrf2 inhibitors: cytotoxicity in A549 cells; A549 ARE-Fluc cells, CellTiter-Fluor viability, 18-24 h; Potency, µM (highest dose often 46 µM), for inactives: top-dose activity change, negative = cytotoxicity, most hits filed as inhibitors; 390,000 tested, 0.16% active; AID 504648; further: potency means the concentration at half of the fitted maximal effect; on the % scale 0 is the no-effect control and ±100 the full control effect
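A549 ARE_Fluc cells in 5% FBS OPTI-MEM were exposed to compounds in concentration-response for 18-24 h at 37 deg C. Viability was read by CellTiter-Fluor fluorescence (Ex 405/Em 525) after 30 min, before the luciferase read.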
Nrf2 activator: Nrf2 pathway activation. AREc32 ARE-luciferase reporter (MCF7-derived line), luminescence, 24 h. Potency, µM (highest dose often 46.1 µM), without a hit: at the highest dose activation, usual class: activators. 410,000 tested, 0.31% active; further: potency means the concentration at half of the fitted maximal effect; % of control where 0% means no effect; nearly all actives have a fitted effect of over 65% in size
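Steps: seed AREc32_Fluc cells (1000/well, 5% FBS OPTI-MEM); incubate overnight at 37 deg C; add 23 nL compound; incubate 24 hr; add Steady-Glo; hold 30 min RT; read luminescence.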
ATXN2 expr inh: inhibitors of ATXN2 expression. HEK-293 ATXN2-luciferase reporter, luminescence, 24 h. Potency, µM (top dose mostly 57 µM), for the others: at the top dose activity change, negative = inhibition, most hits filed as inhibitors. 360,000 tested, 0.72% active. AID 1745845; further: potency means the concentration at half of the fitted maximal effect; on the % scale 0 is the no-effect control and ±100 the full control effect; nearly all actives have a fitted effect of over 55% in size
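ATXN2-luciferase reporter cells (luciferase flanked by upstream and downstream ATXN2 gene portions) were treated 24 h at 37 °C with compounds at up to 57 uM. SteadyGlo luminescence gave expression; GF-AFC fluorescence gave viability.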
TGFb inhibitor: TGF-b pathway inhibition | HepG2 CAGA-GFP TGF-b/SMAD3 reporter, GFP fluorescence, 18 h; TGF-beta stimulated, 500 pg/mL final | Potency, µM (top dose mostly 46.1 µM), for the others: at the highest dose activity, negative = inhibition, most hits filed as inhibitors | 410,000 tested, 1.2% active; further: potency means the concentration at half of the fitted maximal effect; on the % scale 0 is the no-effect control and ±100 the full control effect; nearly all actives have a fitted effect of over 65% in size
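Per well, imaged GFP fluorescence of HEPG2 CAGA-GFP cells gives the signal; cells get compound, then TGF-beta (500 pg/mL final), 18 h at 37 degrees C; %Activity versus -TGF-beta and +DMSO controls.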
HepG2 viability: HepG2 cytotoxicity, counter-screen for TGF-b inhibitors. Potency, µM (titrated, usually from 46.1 µM), for the others: at the highest dose activity change, negative = cytotoxicity, usual class: cytotoxic. HepG2 CAGA-GFP viability, ATP luminescence, 18 h. 410,000 tested, 0.76% active; further: potency means the concentration at half of the fitted maximal effect; some results filed as inactive show a strong effect at the top dose
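CellTiter-Glo luminescence gave cytotoxicity after 18 hours at 37 degrees C. The cells were HepG2 CAGA-GFP in 1% FBS DMEM, stimulated with 500 pg/mL TGF-beta after compound addition. %Activity was normalised to no-cell wells (complete cell-killing) and DMSO (no toxicity), and curves were fitted and classified.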
IL2 activator: activators of IL-2; IL-2 activation reporter assay, cell-based qHTS; stimulated with anti-CD3/CD4/CD28 beads; in transgenic mouse T cells; activation, % (series mostly up to about 46 µM); 360,000 tested, 0.065% active; in the data active means activation above about 50%; inconclusive means mostly about 30% to 49%; further: 0% is about no effect
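Unstimulated transgenic mouse T cells, 750 per well, received compound and, after 60 minutes, anti-CD3/anti-CD4 bead plus anti-CD28 stimulation. EGFP and DsRed were quantified after 18 hours.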
Nrf2 block: Nrf2 pathway inhibition; A549 ARE-Fluc reporter, luciferase luminescence, 18-24 h; AID 504444; Potency, µM (doses to about 46 µM), without a hit: top-dose activity change, negative = inhibition, hits mostly inhibitors; 360,000 tested, 2.1% active; further: potency means the concentration at half of the fitted maximal effect; on the % scale 0 is the no-effect control and ±100 the full control effect; nearly all actives have a fitted effect of over 60% in size
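Nrf2 activity is the BugLite luminescence, read 15 min after reagent at room temperature, following CellTiter-Fluor cytotoxicity readout (30 min, 37C). Compound titrations were applied for 18-24 h to 5000 A549 ARE_Fluc cells/well in 5% FBS OPTI-MEM.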
* marks the source's active call; other numbers are inactive results; i = inactive; ? = inconclusive; / = not tested or not shown; [ ] = dose if it differs, or a comment. Unless noted, the call rests on the fitted dose curve; in most records, active means well fitted curve in the direction sought with a large enough effect; inconclusive means small, poorly fitted or top-dose-only effect, or another doubt; inactive means no such curve, though single readings can be large; an effect the other way counts as inactive or inconclusive.

SMILES	EPAC2 ag	S2 tox	A549 tox	Nrf2 activator	ATXN2 expr inh	TGFb inhibitor	HepG2 viability	IL2 activator	Nrf2 block
Cc1ccc(-c2nnn3c2nc(NC2CCC(C)CC2)c2ccccc23)cc1 (centres undefined)	/	i	8.5%	0.4%	38.0%	18.9%	-0.6%	/	9.9%
Cc1cc(C(=O)C(=O)O)c(C)n1-c1ccc(Cl)cc1	3.6%	i	0.9%	0.1%	5.0%	-16.8%	-5.3%	-0.1	-17.2%
CCc1ccccc1NC(=O)CSc1nc2ccccc2nc1Cc1cccc(OC)c1	/	/	5.2%	-0.4%	/	-2.9%	-1.3%	/	/
Cc1ccc(C(=O)NCC(=O)NCC(c2ccco2)N2CCCCC2)cc1C (centres undefined)	12.9%	i	-11.8%	-0.5%	-11.3%	-2.7%	3.8%	-2.0	-22.2%
COc1ccc(-n2nnc3c(=O)n(CC(=O)Nc4cc(C)on4)cnc32)cc1OC	-1.9%	i	-3.8%	0.9%	0.2%	1.3%	-13.2%	-0.3	-8.6%
Cc1ccc(-c2nn(-c3ccc(F)cc3F)c3c2cnc2ccc(F)cc23)cc1	/	i	2.2%	-0.9%	9.3%	15.8%	-0.7%	/	/
COc1cc(OC)cc(C(=O)O/N=C(\N)c2cccc(C)c2)c1	13.8%	i	-2.2%	?	/	-2.8%	-9.7%	2.4	25.7%
O=C(NCC(c1ccco1)N1CCN(c2ccc(F)cc2)CC1)OCc1ccccc1 (centres undefined)	18.9%	i	8.8%	7.9%	-13.1%	?	-19.9%	-4.9	-15.0%
Nc1ccc(-c2nc3ncccc3o2)cc1	13.7%	i	-3.5%	4.4%	-4.9%	1.9%	-22.1%	0.8	5.7%
CCOc1cc2c(cc1OC)C(c1cccc([N+](=O)[O-])c1)NCC2 (centres undefined)	-5.5%	i	-9.8%	0.3%	/	8.5%	14.1%	-1.2	?
COC(=O)c1c(NC(=O)CCCOc2ccccc2C)sc2c1CCC(C)C2 (centres undefined)	/	i	16.7%	-0.7%	2.7%	-1.1%	-2.5%	/	/
COC(=O)[C@@H]1C[C@@]2(O)[C@H](O)[C@H](O)[C@H](O)C[C@H]2N1C/C=C/c1ccccc1	-0.1%	i	-3.1%	-0.4%	5.8%	12.0%	-2.8%	-1.4	1.3%
CC(=O)C1=C(O)CC(c2ccccc2)CC1=NCCc1ccccc1 (centres undefined)	10.7%	i	-0.8%	0.1%	-2.6%	-1.1%	6.0%	-3.9	?
O=C(O)CCC(=O)N1CN2CN(C(=O)CCC(=O)O)CC([N+](=O)[O-])(C2)C1	-2.3%	i	0.3%	-0.2%	1.5%	-12.8%	3.5%	3.0	3.8%
CC(C)c1ccc(S(=O)(=O)N2CCC3(CC2)OCCO3)cc1	12.9%	i	-3.5%	0.1%	-2.1%	12.6%	0.2%	-0.7	-16.6%
CC(C)C(NS(=O)(=O)c1cccc2nsnc12)C(=O)NCCC1=CCCCC1 (centres undefined)	7.0%	i	-7.3%	0.9%	-8.3%	-5.9%	-22.2%	0.2	-21.3%
CCn1cc(C(=O)N2CCN(c3cc(C)ccc3C)CC2)c(=O)c2cc(S(=O)(=O)N(C)C3CCCCC3)ccc21	/	i	?	0.2%	-0.2%	-18.8%	-11.9%	/	23.1µM*
COc1ccc(NC(=O)NNC(=O)c2ccc(-c3ccccc3)cc2)cc1	-6.4%	i	0.4%	3.5%	?	4.8%	1.2%	-0.1	6.3%
O=C(c1ccco1)N(Cc1ccc(Cl)cc1)C1CCS(=O)(=O)C1 (centres undefined)	0.8%	i	-1.3%	1.3%	/	2.2%	-20.7%	0.9	25.9µM*
COc1ccccc1CNC(=O)COC(=O)c1cccc(S(=O)(=O)N2CCCC2)c1	-1.4%	i	1.0%	0.5%	4.8%	-0.9%	-2.0%	0.3	7.0%
Cn1c(CNC(=O)c2ccco2)nnc1SCC(=O)N1CCN(c2ccccc2F)CC1	10.9%	i	19.5%	-0.3%	9.0%	17.4%	-4.4%	0.1	9.4%
O=C(Cn1cncn1)c1ccc(F)cc1F	2.3%	i	2.6%	-0.8%	11.7%	6.3%	5.2%	-0.1	9.6%
CCCCOC(=O)c1ccc(NC(=O)c2cnccn2)cc1	-8.6%	i	0.6%	0.2%	28.8%	8.2%	-7.6%	-1.5	-9.9%
COc1ccc(Nc2ncnc3ccccc23)cc1	6.0%	i	-0.6%	0.6%	41.7%[activator]	1.6%	-1.5%	0.2	4.1%
COc1cc(Cl)c(C)cc1NC(=O)CSc1nnc(CN2CCCC2)o1	5.4%	i	1.7%	-0.7%	6.3%	10.5%	6.4%	0.2	5.2%
SMILES	EPAC2 ag	S2 tox	A549 tox	Nrf2 activator	ATXN2 expr inh	TGFb inhibitor	HepG2 viability	IL2 activator	Nrf2 block
Cc1ccc(-c2nc(N)c3c(-c4ccc(C)cc4)nn(C(C)(C)C)c3n2)cc1	6.7%	?	-6.5%	0.3%	2.2%	5.0%	8.2%	-2.5	9.3%
Cc1cc(C)cc(NS(=O)(=O)c2cc3c(cc2C)NC(=O)CO3)c1	/	i	2.2%	-0.2%	-22.7%	-20.6%	-38.7%	/	18.1%
CC(=O)N1CCN(S(=O)(=O)c2cccc(C(=O)OCc3ccc(C(C)(C)C)cc3)c2)CC1	-10.7%	i	-13.3%	0.0%	-21.4%	-15.7%	-12.4%	-2.1	23.1µM*
CCOC(=O)c1c(C)[nH]c(N=Nc2ccccc2C)c1C	12.9%	i	?	16.6%	54.4%[activator]	-7.5%	-34.5%	-0.5	?
Cc1cc(OCC(=O)OCC(=O)N2CCCCC2)ccc1Cl	-0.3%	i	/	-1.7%	/	-14.7%	-14.4%	-0.5	/
O=C(NCc1ccccc1)c1cc(C2CCCN(C(=O)c3cccs3)C2)on1 (centres undefined)	10.5%	i	/	-0.3%	-6.8%	-2.3%	-25.1%	-0.3	/
O=C(O)C1C2CC3C(OC(=O)C31)C2Cl (centres undefined)	-2.9%	i	-0.1%	0.0%	-0.9%	12.2%	3.9%	-0.2	22.0%
CCOc1ccc(C(=O)Oc2cc(C)[nH]c(=O)c2[N+](=O)[O-])cc1	15.0%	i	-4.2%	-0.8%	3.3%	-6.3%	1.7%	-1.4	-14.7%
Cc1ccc(-c2csc3ncnc(Sc4nnc(CN5CCCCCC5=O)o4)c23)cc1	24.1%	/	?	?	28.2µM*	0.0%	-99.9%	-2.9	14.6µM*
CCc1nc2c(cnn2-c2ccc(Cl)cc2)c(=O)n1-c1ccc2c(c1)OCCO2	-2.6%	?	2.6%	0.1%	-18.8%	-11.2%	3.4%	0.0	1.8%
Cc1noc(C)c1C(=O)Nc1nccs1	20.5%	i	0.0%	-0.6%	4.8%	-0.9%	11.8%	1.1	3.2%
Cc1nc(NC(=O)CSc2nnnn2C)sc1C	10.2%	i	-18.7%	0.2%	14.0%	5.7%	-10.5%	-3.8	19.5%
CC1=C(C(=O)OCC2CCCCC2)C(c2cccc(Cl)c2Cl)CC(=O)N1 (centres undefined)	/	i	1.3%	-0.8%	1.5%	-12.4%	-2.3%	/	9.4%
COc1cc(OC)c(NC(=O)C2=C(C)C(=O)OC23CCN(C(C)=O)CC3)cc1Cl	/	/	11.9%	0.2%	/	0.0%	4.1%	/	?
COC(=O)c1cccc(NC(=O)Nc2cc(C(=O)NCc3cccc(F)c3)ccc2N2CCCC2)c1	/	i	-5.6%	0.3%	-8.2%	2.5%	1.9%	/	/
Cc1cccc(-n2cnc(C(=O)N/N=C\c3ccc(Br)cc3)c2)n1	-6.7%	i	5.5%	-0.4%	-5.4%	-1.0%	1.1%	-0.7	/
Cc1ccc(OCC(=O)OCC(=O)c2ccccc2)cc1C	12.3%	i	-3.4%	-0.2%	2.7%	-9.6%	-0.8%	-0.4	9.2%
Cc1cc(OCC(=O)Nc2c(C)n(C)n(-c3ccccc3)c2=O)ccc1[N+](=O)[O-]	3.6%	i	-16.7%	0.0%	-0.3%	12.8%	4.5%	1.6	-11.9%
O=C(CN1CCN(c2ccccc2F)CC1)NCc1ccccc1	-2.4%	i	13.5%	-0.2%	-2.1%	10.2%	-28.2%	-0.1	13.4%
COc1cc(/C=C/C(=O)N2CC(C)OC(C)C2)cc(OC)c1OC (centres undefined)	3.2%	i	3.6%	0.0%	22.1%	19.1%	-13.6%	1.4	-0.2%
CCOC(=O)c1ccc(NC(=O)N2CCN(c3cccc(OC)c3)CC2)cc1	-2.8%	i	0.2%	2.9%	-6.0%	-15.5%	-23.2%	-0.4	2.2%
Cc1ccc(C(C)C)c(OCC(O)CN2CC(C)OC(C)C2)c1 (centres undefined)	-12.7%	i	1.1%	-0.2%	-17.2%	-1.1%	-10.3%	-1.1	-9.6%
CCN(CC)C(=O)c1sc(NC(=O)C(Sc2ccccc2)c2ccccc2)c(C(=O)OC(C)C)c1C (centres undefined)	-26.0%	i	-16.9%	0.1%	-21.5%	2.3%	6.7%	0.3	?
CCOc1ccc(CNCc2c(C(=O)O)c(C)n(Cc3cccc(OC)c3)c2C)cc1OC	/	i	0.7%	3.9%	-8.4%	-0.1%	-14.5%	/	0.5%
CC1CCN(c2ccccc2N)CC1	8.2%	/	0.4%	-0.8%	/	9.0%	0.9%	-1.5	4.2%
O=C(COC(=O)c1ccccc1SCC(=O)NC1CCCCC1)NC1CCCCC1	8.4%	i	/	0.1%	-3.3%	0.0%	0.3%	-0.8	2.1%
CC1(C)Cc2c(sc(NC(=O)c3ccco3)c2C#N)CO1	-13.6%	?	-1.5%	3.4%	-15.0%	6.6%	-13.4%	-3.8	6.7%
Cc1nc2cc(NC(=O)CS(=O)(=O)c3ccccc3)ccc2s1	-0.4%	i	0.6%	3.5%	10.4%	15.9%	-10.9%	-1.1	?
